High-throughput results deposited in PubChem by Sanford-Burnham Center for Chemical Genomics.
MT1-MMP act inh: blockers of MT1-MMP proenzyme processing, primary screen, HT1080 RFP-PRO-GFP cells, GFP/RFP fluorescence | Matrix metalloproteinase-14 (Homo sapiens), P50281 | GFP/RFP ratio change, % at 20 µM | actives 0.061% (n = 360,000) | GFP/RFP ratio fluorescence, overnight; percent of plate control window, DMSO zero;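 active means GFP/RFP ratio change of at least 30% with cell ATP level not reduced by more than half and red fluorescence within 50% of control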; further: strong numbers were not always called active
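system = RFP-PRO-GFP reporter HT1080 cells | dosing = 20 µM single dose, 1% DMSO | timing = overnight cell settling, then overnight compound exposure, 37 °C, 5% CO2 | read-out basis = GFP/RFP fluorescence ratio | controls = DMSO and RFP-L50D-GFP cell wells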
NRP1-CendR mod: modulators of CendR peptide binding to NRP-1, primary screen, biochemical, fluorescence polarization, uHTS; Neuropilin-1 (Homo sapiens), O14786; FAM-RPARPAR peptide binding to NRP-1; inhibition, % at 25 µM; actives 0.85% (n = 360,000); AID 602438, 2012;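 active means inhibition or corrected inhibition above about 18%, plus a signal ratio from 0.5 to 1.5, limit read from the data, passing the limit was not always enough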; further: strong numbers were not always called active
NadD inh: inhibitors of S. aureus NadD, primary screen, biochemical, colorimetric, uHTS | Nicotinate-nucleotide adenylyltransferase NadD (Staphylococcus aureus N315) | purified NadD enzyme, colorimetric absorbance read-out | actives 0.78% (n = 360,000) | inhibition, % at 20 µM; in the data active means inhibition above about 26%; further: some compounds past the cut are filed as inactive
LMPTP inh: LMPTP phosphatase inhibitors, primary screen, biochemical, fluorescence intensity, uHTS; Low molecular weight phosphotyrosine protein phosphatase (Homo sapiens), P24666; recombinant LMPTP-A, OMFP fluorogenic substrate; inhibition, % at 20 µM; actives 0.22% (n = 360,000);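 active means compounds that cut the enzyme signal by at least half of the control window in the single-dose screen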;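 further: plate controls were DMSO wells with enzyme plus substrate for no effect and substrate without enzyme for full effect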
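Assay system: LMPTP-A, protein tyrosine phosphatase of low molecular weight / Medium: pH 6.0 Bis-Tris buffer with DTT and Triton X-100 / Schedule: 50 min enzyme reaction at room temperature, protected from light / Measured by: endpoint fluorescence intensity from OMFP dephosphorylation / Read-out basis: % inhibition relative to no-enzyme and uninhibited control wells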
STEP inh: STEP phosphatase inhibitors, primary screen, biochemical, fluorescence intensity, uHTS | AID 588621, 2011 | recombinant STEP, OMFP fluorogenic substrate | actives 0.25% (n = 360,000) | inhibition, % at 20 µM | Tyrosine-protein phosphatase non-receptor type 5 (Homo sapiens), P54829;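 active means inhibition at 20 µM, scaled per plate between control wells, above about 37%, limit read from the data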;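 further: 0% = DMSO with enzyme and substrate and 100% = substrate only without enzyme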
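medium = Bis-Tris buffer pH 6.0, 2.5 mM DTT, 0.005% Tween 20 | test system = STEP (striatal-enriched tyrosine phosphatase) enzyme, cell-free | measure = normalized % inhibition | compound dosing = 20 µM, 1% DMSO | also added = 25 µM OMFP | schedule = reaction 20 min, ambient temperature | measured by = fluorescence read at 480 nm ex / 540 nm em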
SKN-1 block: suppressors of acrylamide-induced Pgst-4::GFP reporter in worms, primary screen, SKN-1 inhibitor project, whole organism, uHTS, GFP/RFP fluorescence ratio, strain VP596; actives 0.49% (n = 360,000); C. elegans VP596 Pgst-4::GFP/RFP ratio, 24 h; inhibition, % at 21.8 µM;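 active means interference check ratio from 0.5 to 1.5 plus GFP to RFP signal ratio inhibition reaching or exceeding a fixed threshold, cut at about 30% in these data, passing the limit was not always enough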; further: some compounds called inactive have numbers as strong as hits
DNMT1 block: human DNMT1 methyltransferase inhibitors, primary screen, biochemical, molecular beacon, fluorescence, HinP1I cleavage, uHTS. actives 0.83% (n = 360,000). inhibition (reported as % activation of signal), % at 10 µM. DNA (cytosine-5)-methyltransferase 1 (Homo sapiens), P26358; in the data active means inhibition above about 50%
Target sequence (P26358 504-1616 limits assumed): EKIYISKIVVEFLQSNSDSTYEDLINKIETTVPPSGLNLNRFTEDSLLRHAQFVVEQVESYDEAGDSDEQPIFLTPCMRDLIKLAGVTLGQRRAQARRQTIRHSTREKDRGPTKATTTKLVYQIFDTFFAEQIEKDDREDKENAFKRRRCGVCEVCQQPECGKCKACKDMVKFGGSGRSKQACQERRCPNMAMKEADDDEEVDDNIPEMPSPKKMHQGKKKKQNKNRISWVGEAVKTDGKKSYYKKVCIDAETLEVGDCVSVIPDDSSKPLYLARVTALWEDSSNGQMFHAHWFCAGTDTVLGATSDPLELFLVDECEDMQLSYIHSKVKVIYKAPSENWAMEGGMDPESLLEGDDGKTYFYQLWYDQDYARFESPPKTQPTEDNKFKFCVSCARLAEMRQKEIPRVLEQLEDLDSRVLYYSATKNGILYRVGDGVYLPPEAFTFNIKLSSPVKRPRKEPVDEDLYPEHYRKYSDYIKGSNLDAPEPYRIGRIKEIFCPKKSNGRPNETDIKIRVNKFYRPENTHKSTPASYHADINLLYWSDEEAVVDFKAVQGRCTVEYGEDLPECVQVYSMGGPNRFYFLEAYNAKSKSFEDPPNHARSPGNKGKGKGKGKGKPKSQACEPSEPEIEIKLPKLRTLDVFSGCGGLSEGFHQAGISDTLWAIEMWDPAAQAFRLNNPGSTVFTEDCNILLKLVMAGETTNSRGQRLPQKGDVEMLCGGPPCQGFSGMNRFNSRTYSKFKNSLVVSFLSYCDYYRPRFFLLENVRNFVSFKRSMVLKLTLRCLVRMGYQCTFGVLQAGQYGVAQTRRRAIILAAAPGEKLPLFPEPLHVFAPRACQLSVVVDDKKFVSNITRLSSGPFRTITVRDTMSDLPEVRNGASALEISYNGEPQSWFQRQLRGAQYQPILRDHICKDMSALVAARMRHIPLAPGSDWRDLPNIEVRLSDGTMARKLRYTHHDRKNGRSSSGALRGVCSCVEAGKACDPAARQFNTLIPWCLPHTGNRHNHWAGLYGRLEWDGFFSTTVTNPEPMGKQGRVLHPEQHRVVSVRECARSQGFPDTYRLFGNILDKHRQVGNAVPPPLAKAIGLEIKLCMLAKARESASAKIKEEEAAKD
Rpn11 inh: Rpn11 (PSMD14) deubiquitinase inhibitors, primary screen, biochemical, fluorescence polarization, uHTS. human 26S proteasome, Ub4-pepOG fluorescence polarization; 20S core pre-blocked with epoxomicin. calls only at 20 µM. actives 0.59% (n = 360,000);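 active means inhibition at 20 µM, scaled to each plate's controls, above about 33%, limit read from the data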
SUMO1-SIM PPI: modulators of SUMO1 protein-protein interactions, primary screen, biochemical, uHTS; SUMO1 binding to a labelled peptide, TR-FRET, 1 h; inhibition, % at 20 µM; actives 0.33% (n = 360,000); in the data active means inhibition above about 37%
Scp1 inh: Scp-1 phosphatase inhibitors, primary screen, biochemical, colorimetric, uHTS; Carboxy-terminal domain RNA polymerase II polypeptide A small phosphatase 1 (Homo …; Recombinant Scp1, phosphopeptide, malachite green phosphate absorbance; inhibition, % at 20 µM; actives 0.88% (n = 340,000); AID 493091, 2011;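 active means inhibition above about 50% at 20 µM, limit read from the data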;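 further: plate controls were DMSO wells with enzyme for no effect and wells lacking enzyme for full effect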
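Incubation: 45 min enzyme reaction at room temperature / System: truncated SCP-1 phosphatase (76-261aa) / Reagent: Phospho 17-mer peptide substrate / Buffer or medium: Acidic Tris acetate buffer with magnesium and detergent / Signal: absorbance at 630 nm / Doses: one concentration, 20 µM, with 1.0% DMSO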
* = called active by the depositor; i = inactive; · = not tested or not shown. Outcome played no part in choosing rows; any-hit rate near 3.9%.

molecule | MT1-MMP act inh | NRP1-CendR mod | NadD inh | LMPTP inh | STEP inh | SKN-1 block | DNMT1 block | Rpn11 inh | SUMO1-SIM PPI | Scp1 inh
CCCCN(CC)C(=O)Cn1cnc2ccc(S(=O)(=O)N3CCC(C)CC3)cc2c1=O | -1 | 13 | 3 | -0.1 | -2 | 15 | 2 | i | -3 | 0
CN(C(=O)CSc1nc2ccccc2c(=O)n1-c1ccccc1Cl)C1CCS(=O)(=O)C1 (stereo not drawn) | -5 | 2 | 0 | -0.3 | 2 | 2 | -1 | i | -1 | -10
Cc1ccc(NC(=S)NC(=O)c2ccc(-c3ccccc3)cc2)c(C)c1 | -3 | -10 | -5 | 2.0 | 5 | -8 | -4 | i | -1 | -7
CCOc1ccc(N(CC(=O)NCc2ccc(F)cc2)C(=O)CCC(=O)Nc2nccs2)cc1 | -5 | -7 | 4 | 0.6 | 0 | -8 | -2 | i | 2 | -1
C[C@]12c3[nH]c4cc(-c5ccco5)ccc4c3CCN1C(=O)[C@@H](CC(=O)NCc1ccco1)C[C@@H]2C(=O)N1CCOCC1 | -4 | -19 | 2 | -0.3 | 3 | 2 | -4 | i | -1 | -1
COc1ccc(NC(=O)c2oc3ccccc3c2NC(=O)C2CC2)cc1 | -3 | -6 | -12 | 0.6 | 0 | 11 | -4 | i | -6 | -6
O=C(COC(=O)c1ccc([N+](=O)[O-])o1)NCCCc1ccccc1 | 0 | -24 | -1 | -0.9 | 1 | 1 | -1 | i | -35 | 0
COc1ccc(C(C[N+](=O)[O-])c2c(C)cc3ccccn23)c(OC)c1 (stereo not drawn) | -5 | -7 | 15 | 3.6 | 5 | -7 | -6 | i | -4 | -1
O=C(OCc1nnc(-c2ccc(Br)cc2)o1)c1ccco1 | -3 | 8 | -3 | 0.0 | 1 | -14 | 0 | i | 3 | -7
CCCCN1C(=O)C(CC(=O)NCCc2ccccn2)CC(C(=O)N(C(C)C)C(C)C)=C1C (stereo not drawn) | · | 4 | 4 | -1.8 | -2 | -2 | 2 | i | 4 | ·
CC(=O)Nc1cccc(C(=O)OCC(=O)NNC(=O)c2ccc([N+](=O)[O-])cc2)c1 | 0 | 7 | 3 | 0.2 | 1 | 4 | -1 | i | -35 | -4
COc1ccc(S(=O)(=O)N2CCOCC2)cc1NC(=O)c1cccc(-n2cccc2)c1 | 1 | -25 | 23 | 13 | 0 | 5 | 73* | i | 23 | 58*
CCCC(=O)Nc1sc(C(=O)Nc2cccc(N)c2)c(C)c1C(=O)OC | 6 | 2 | -2 | 0.1 | 2 | 4 | 0 | i | 0 | -3
CCOC(=O)C1CCN(C(=O)CN2C(=O)c3cccnc3Oc3ccc(C)cc32)CC1 | -1 | -4 | -7 | -1.9 | -1 | -6 | 2 | i | 6 | -11
Cc1cccnc1NC(=O)Nc1ccc(F)cc1 | -4 | -5 | -2 | -2.4 | -1 | 4 | 1 | i | -1 | -1
C[N+](C)(C)CCOP(=O)([O-])OC[C@H](O)CO | 1 | -12 | 3 | -0.4 | -1 | 0 | 2 | i | 0 | -3
Cc1ccc(N2C(=O)CC(Cc3ccc(Cl)cc3)C2=O)cc1 (stereo not drawn) | -2 | 5 | -2 | -1.0 | 2 | 0 | 2 | i | 1 | -4
Cc1c(C(=O)c2ccc(Cl)c(Cl)c2)cnc2cc3c(cc12)OCO3 | 5 | 10 | 11 | 4.1 | 6 | 26 | -3 | i | -4 | 7
O=[N+]([O-])c1cccc(N=NNc2cccc([N+](=O)[O-])c2)c1 | 1 | 0 | -7 | 0.2 | -4 | 5 | 6 | i | -25 | ·
COc1ccc(C(C)NC(=O)Nc2ccc(C(C)=O)cc2)cc1OC (stereo not drawn) | 0 | 0 | 2 | 1.6 | -1 | -4 | -2 | i | -2 | -5
CCOc1cc(CNCC2CCCN2CC)cc(Cl)c1OC (stereo not drawn) | 3 | 4 | -8 | -2.4 | -2 | -2 | 1 | i | -5 | -1
COc1ccc(-c2nc3ccc(C)cn3c2NCc2ccc3c(c2)OCO3)cc1 | 0 | 5 | 0 | 0.0 | 2 | 6 | 1 | i | 1 | 0
CCCN(CC(=O)Nc1ccc(F)c(F)c1F)C(=O)C1CC(=O)N(Cc2ccccc2)C1 (stereo not drawn) | 5 | -10 | 1 | -0.7 | 1 | -3 | 5 | i | 5 | -3
O=S(=O)(c1ccc(Oc2ccc(Cl)cc2)c(S(=O)(=O)N2CCCCC2)c1)N1CCCCC1 | -4 | -7 | 9 | 0.2 | 3 | 10 | -2 | i | 0 | -10
CCOc1ccc(NC(=O)c2cnccn2)cc1 | 0 | -5 | 0 | -1.1 | -4 | 6 | -4 | i | 0 | -7
O=C(Nc1cc(Cl)ccc1O)C1CC(c2ccccc2Cl)=NO1 (stereo not drawn) | -1 | -9 | -7 | 1.1 | -5 | -3 | 3 | i | 5 | -9
Cc1cc(=O)n2[nH]c(-c3ccco3)nc2n1 | 3 | -21 | -1 | -2.4 | -3 | -8 | 8 | i | 8 | 3
Cc1cccc(NC(=O)CCN2C(=O)c3ccccc3C2=O)c1 | 7 | -5 | 0 | -0.1 | 4 | -17 | -1 | i | -3 | 1
CSc1ccc(Cl)c(C(=O)N2CCN(CC(=O)N3CCCC3)CC2)c1 | -4 | -10 | -1 | 0.1 | 1 | 13 | 0 | i | 4 | -5
CC1CCCC(C)N1C(=O)COC(=O)c1ccco1 (stereo not drawn) | 0 | 13 | 2 | -1.5 | 0 | 16 | 2 | i | 3 | 0

Four entries out of the list, arranged by length of the SMILES, ascending.
molecule | MT1-MMP act inh | NRP1-CendR mod | NadD inh | LMPTP inh | STEP inh | SKN-1 block | DNMT1 block | Rpn11 inh | SUMO1-SIM PPI | Scp1 inh
Cc1cccnc1NC(=O)Nc1ccc(F)cc1 | -4 | -5 | -2 | -2.4 | -1 | 4 | 1 | i | -1 | -1
COc1ccc(C(C)NC(=O)Nc2ccc(C(C)=O)cc2)cc1OC (stereo not drawn) | 0 | 0 | 2 | 1.6 | -1 | -4 | -2 | i | -2 | -5
COc1ccc(NC(=O)c2oc3ccccc3c2NC(=O)C2CC2)cc1 | -3 | -6 | -12 | 0.6 | 0 | 11 | -4 | i | -6 | -6
O=S(=O)(c1ccc(Oc2ccc(Cl)cc2)c(S(=O)(=O)N2CCCCC2)c1)N1CCCCC1 | -4 | -7 | 9 | 0.2 | 3 | 10 | -2 | i | 0 | -10

Structures shown so far that have an aryl thioether with sulfur outside any ring (2):
molecule | MT1-MMP act inh | NRP1-CendR mod | NadD inh | LMPTP inh | STEP inh | SKN-1 block | DNMT1 block | Rpn11 inh | SUMO1-SIM PPI | Scp1 inh
CN(C(=O)CSc1nc2ccccc2c(=O)n1-c1ccccc1Cl)C1CCS(=O)(=O)C1 (stereo not drawn) | -5 | 2 | 0 | -0.3 | 2 | 2 | -1 | i | -1 | -10
CSc1ccc(Cl)c(C(=O)N2CCN(CC(=O)N3CCCC3)CC2)c1 | -4 | -10 | -1 | 0.1 | 1 | 13 | 0 | i | 4 | -5

Later entries
molecule | MT1-MMP act inh | NRP1-CendR mod | NadD inh | LMPTP inh | STEP inh | SKN-1 block | DNMT1 block | Rpn11 inh | SUMO1-SIM PPI | Scp1 inh
CN(C)CCCNC(=O)C[C@H]1C[C@H](C(=O)N2CCCCC2)[C@@]2(C)c3[nH]c4cc(CCC(=O)N(C)C)ccc4c3CCN2C1=O | 2 | -5 | 6 | -10 | -1 | -4 | 5 | i | -26 | 4
COc1ccc(OCC(=O)N2CCN(C(=O)c3ccc(F)cc3)CC2)cc1 | 0 | -4 | -4 | -1.3 | 2 | -16 | 1 | i | 1 | 0
CCN(Cc1ccc(OC)c(F)c1)C(=O)/C=C/c1ccc(S(=O)(=O)N2CCOCC2)cc1 | -5 | 10 | 0 | 0.6 | 0 | -20 | 4 | i | -17 | -10
COc1nc2ccccc2nc1OC | 1 | 2 | 3 | -1.8 | 2 | -9 | -2 | i | 1 | 13
CC(C)(Oc1ccc(Cl)cc1)C(=O)N/N=C/c1cn[nH]c1-c1ccccc1 | 8 | 6 | 1 | 2.5 | 10 | 9 | -5 | i | 0 | -2
COc1ccc(-c2nc(N)nc(C)c2Oc2ccccc2Br)c(O)c1 | -14 | -1 | 5 | 4.4 | -2 | 24 | -13 | i | 18 | -6
COc1ccc(-c2noc(CN3CCN(c4ccccc4F)CC3)n2)cc1OC | -2 | -2 | -3 | -0.8 | -1 | -4 | -5 | i | -3 | 3
COc1cc(/C=C/C(=O)O)cc(S(=O)(=O)Nc2ccccc2SC)c1OC | 7 | -3 | 2 | -1.1 | -2 | 3 | -3 | i | -1 | -7
CC[n+]1c(/C=C(/C)SC)sc2ccccc21 | 0 | 2 | -1 | 0.1 | -2 | 15 | 2 | i | -4 | -11
O=C(CSC(=S)N1CCOCC1)N1N=CCC1c1ccccc1 (stereo not drawn) | 0 | -4 | 7 | -1.1 | -1 | -12 | -3 | i | -4 | -8
O=C(Nc1nc(-c2ccccc2)c(-c2ccccc2)s1)c1ccc(S(=O)(=O)N2CCCCC2)cc1 | -18 | 13 | -1 | 0.8 | 2 | -3 | -3 | i | -1 | -10

Full records, looked up by structure:
Results for `CC(=O)Nc1cccc(C(=O)OCC(=O)NNC(=O)c2ccc([N+](=O)[O-])cc2)c1` = MT1-MMP act inh = 0; NRP1-CendR mod = 7; NadD inh = 3; LMPTP inh = 0.2; STEP inh = 1; SKN-1 block = 4; DNMT1 block = -1; Rpn11 inh = i; SUMO1-SIM PPI = -35; Scp1 inh = -4
Results for `CC(C)(Oc1ccc(Cl)cc1)C(=O)N/N=C/c1cn[nH]c1-c1ccccc1` = MT1-MMP act inh = 8; NRP1-CendR mod = 6; NadD inh = 1; LMPTP inh = 2.5; STEP inh = 10; SKN-1 block = 9; DNMT1 block = -5; Rpn11 inh = i; SUMO1-SIM PPI = 0; Scp1 inh = -2
